Source: PubChem BioAssay
Imprint erasure – genomic imprint erasure induction; Potency, µM (top dose mostly 60.7 µM), for the others: top-dose activity change, positive = activation, usual class: activators; mouse ES Peg3-LacZ reporter, beta-gal luminescence, 40 h; 110,000 compounds, 0.02% hits; AID 1948;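 also: 0% = negative control wells on the plate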
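Gelatin-coated wells received 300 freshly trypsinized female ES cells with a Peg3LacZ-Neo reporter on the maternal allele, then incubated 40 hours at 37C. BetaGlo was added for 5 minutes at room temperature before a single luminescence read.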
IkB sig inh – suppresses IkB signaling in ABC-DLBCL reporter cells; ABC-DLBCL IkBa-CBG/CBR dual luciferase ratio, 4 h; response scale: scaled: untreated 0%, proteasome inhibitor 100%; Potency, µM (series often up to 57.1 µM), inactives show at the top dose IkBa stabilization activation; 110,000 compounds, 0.04% hits; active = well fitted curve in the direction sought with a large enough effect in the signal ratio, not every such curve was filed as active; inconclusive = small, poorly fitted or top-dose-only effect, or a change in a side signal; the % refers to the signal ratio;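 also: the direction sought is a rising ratio; 0% = basal untreated cells and 100% = reference inhibitor full response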
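Luminescence ratio of IκBα-fused green versus native red beetle luciferase in OCI-Ly3 cells, 4 h post-doxycycline with compound; red signal alone, scaled from basal (0%) to zero light (-100%), flagged nonspecific or cytotoxic effects.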
p53ts 32C kill – cytotoxicity in p53ts cells at permissive temperature; Potency, µM (doses to about 46.1 µM), for the others: at the highest dose activity change, negative = cytotoxicity, actives largely listed as cytotoxic; 130,000 compounds, 0.93% hits; H1299-p53A138V at 32C, ATP luminescence viability, 24 h;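 also: 0% = DMSO and -100% = full killing by reference compound; nearly all actives have a fitted effect of over 55% in size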
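Cells: H1299 p53ts (A138V), 600/well, pre-incubated 16–30 h at 37C. Cpd up to 46 uM, 24 h, 32C. Readout: ATPlite luminescence, 20 min RT. Normalization: DMSO vs tamoxifen 100 uM. AC50 by Hill equation.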
p53ts 39C kill – kills p53ts cells at the nonpermissive temperature. H1299-p53A138V viability at 39C, ATP luminescence, 24 h. Potency, µM (titrated, usually from 46.1 µM), for inactives: at the highest dose activity change, negative = cell killing, actives largely listed as cytotoxic. 130,000 compounds, 1.5% hits; also: nearly all actives have a fitted effect of over 55% in size
The depositor's hits bear a star; ? = inconclusive; / = no result given; [ ] = another dose, or the depositor's remark. Unless noted, calls follow the shape of the dose curve; as a rule, active = well fitted curve in the direction sought with a large enough effect; inconclusive = small, poorly fitted or top-dose-only effect, or another doubt; inactive = no such curve, though single readings can be large; an effect the other way counts as inactive or inconclusive. Unless noted, % is scaled to controls: 0 for no effect and ±100 for the full control effect; potency is read from the fitted curve at half-maximal effect.

SMILES | Imprint erasure | IkB sig inh | p53ts 32C kill | p53ts 39C kill
CCOC(=O)C1C2C=CC3(CN(c4ccc(Cl)c(F)c4)C(=O)C13)O2 (centres undefined) | -6% | -1.3% | 4% | -1%
CCC(CC)C(=O)NCCc1cc2c(OC)ccc(OC)c2[nH]c1=O | -17% | 0.3% | 5% | -4%
Cc1ccccc1Nc1nc(N)nc(CSc2nnnn2-c2ccccc2)n1 | -14% | 0.3% | -9% | -6%
Cc1ccc2nc(N3CCN(Cc4ccc(F)cc4)C3=O)c(C)cc2c1 | -10% | ? | -16% | -25%
COc1ccc2c(c1)c1c(c(=O)n(-c3cccc(C)c3)c(=O)n1CC(=O)NCc1ccc(C)cc1)n2C | 5%[10.9 µM] | -1.4% | 4% | 9%
COCCCNC(=O)c1ccc2c(=O)n(Cc3ccc(OC)cc3)c(=O)[nH]c2c1 | 9%[10.9 µM] | -1.4% | 2% | -24%
CC(C)CCn1c(=O)c2ccccc2n2c(CN3C(=O)NC4(CCC(C)CC4)C3=O)nnc12 (centres undefined) | 2% | 0.2% | 39%[activator] | -7%
Cc1cc2c(cc1S(=O)(=O)Nc1cccc(Cl)c1C)OCCN2C | -9%[10.9 µM] | 0.2% | 7% | 11%
COC(=O)c1[nH]c2ccccc2c1NC(=O)CN1CCN(C(=O)c2ccco2)CC1 | -7% | 2.9% | 3% | 11%
Cc1ccc(O)c(NC(=O)C2CC(c3c(F)cccc3Cl)=NO2)c1 (centres undefined) | -9% | 2.9% | 2% | 2%
CCOC(=O)c1cnc(=O)[nH]c1C | 6% | -0.5% | 2% | 9%
Cc1ccc(OCC(=O)Nc2nonc2-c2ccc(Br)cc2)cc1C | -8%[10.9 µM] | -3.0% | 3% | 1%
CCOc1ccc2c(c1)c(=O)c(C(=O)c1ccc3c(c1)OCO3)cn2Cc1cccc(F)c1 | -9%[10.9 µM] | ? | -4% | -14%
O=c1c2[nH]c3ccccc3c2ncn1CCCn1ccnc1 | -6% | -3.5% | 0% | 7%
CCOc1ccc(/C(=N\O)C(C)NO)cc1 (centres undefined) | -6% | -1.5% | 4% | -3%
Cc1ccc(NC(=O)Cn2c(=O)nc(-c3ccccc3F)c3cc(Cl)ccc32)c(Br)c1 | -7%[10.9 µM] | 0.0% | 5% | -1%
CCOc1cccc2cc(-c3cn4cc(C)ccc4n3)c(=O)oc12 | -14% | 2.8% | ? | ?
CCCN(CCC)C(=O)CSc1c2c(nc3ccc(Cl)cc13)CCCC2 | -15%[10.9 µM] | ? | 20µM* | ?
O=C1c2cccnc2C(=O)N1Cc1ccco1 | -10% | -1.7% | 4% | 10%
CCC1CN(C(=O)Nc2cc(Cl)c(OC)cc2OC)c2ccccc2O1 (centres undefined) | -10%[10.9 µM] | -3.1% | 2% | 0%
Cc1c(C)n(C)c2ccc(C(=O)NCc3cccs3)cc12 | ? | ? | 2% | 1%
CC(C)(CNC(=O)c1cc2ccccc2o1)N1CCOCC1 | -4% | 0.4% | 2% | 6%
O=C(C1CCCN(S(=O)(=O)c2cccc3nsnc23)C1)N1CCN(c2ccccc2Cl)CC1 (centres undefined) | -8%[10.9 µM] | 1.7% | -2% | -5%
Cc1cc(C)c2oc(C(=O)Nc3sc4c(c3C(=O)NCc3ccco3)CCC4)cc(=O)c2c1 | ? | ? | -1% | 9%
CCOC(=O)C1CCC(CN(Cc2c(Cl)cccc2Cl)S(=O)(=O)c2ccc(Cl)cc2)CC1 (centres undefined) | -17%[10.9 µM] | 0.9% | -3% | -21%
c1ccc2c(NC3CCNCC3)nc(-c3ccoc3)nc2c1 | 26% | -0.5%[11.4 µM] | 2% | 1%
CC1(C)O[C@H]2[C@@H](O1)[C@@H](C(=O)Nc1cc(F)ccc1F)O[C@@H]1OC(C)(C)O[C@@H]12 | -8%[10.9 µM] | -0.4% | -6% | 16%
CCN(c1ccccc1C)S(=O)(=O)c1nnc(NC(=O)c2ccc(OC)c(OC)c2)s1 | 10%[10.9 µM] | -1.1% | 2% | -21%
CCOc1ccc(N(CC)S(=O)(=O)N2CCCC(C(=O)NCc3ccc(Cl)cc3)C2)cc1 (centres undefined) | -22%[10.9 µM] | 0.4% | 15% | -14%
COc1cccc(N2CCN(C(=O)c3cc4c(=O)n(Cc5cccnc5)ccc4nc3C)CC2)c1 | 15%[10.9 µM] | -1.0% | -6% | -12%

Rewritten tab-delimited: part of the list above.
molecule	Imprint erasure	IkB sig inh	p53ts 32C kill	p53ts 39C kill
Cc1c(C)n(C)c2ccc(C(=O)NCc3cccs3)cc12	?	?	2%	1%
CC(C)(CNC(=O)c1cc2ccccc2o1)N1CCOCC1	-4%	0.4%	2%	6%
O=C(C1CCCN(S(=O)(=O)c2cccc3nsnc23)C1)N1CCN(c2ccccc2Cl)CC1 (centres undefined)	-8%[10.9 µM]	1.7%	-2%	-5%
Cc1cc(C)c2oc(C(=O)Nc3sc4c(c3C(=O)NCc3ccco3)CCC4)cc(=O)c2c1	?	?	-1%	9%
CCOC(=O)C1CCC(CN(Cc2c(Cl)cccc2Cl)S(=O)(=O)c2ccc(Cl)cc2)CC1 (centres undefined)	-17%[10.9 µM]	0.9%	-3%	-21%
c1ccc2c(NC3CCNCC3)nc(-c3ccoc3)nc2c1	26%	-0.5%[11.4 µM]	2%	1%

(list continues)
SMILES | Imprint erasure | IkB sig inh | p53ts 32C kill | p53ts 39C kill
Nc1nnc2c(n1)CCCC2 | -9% | -0.2% | 2% | 34%[activator]
COCC(=O)N(CCc1ccc(OC)c(OC)c1)Cc1nc2ccccc2c(=O)[nH]1 | 3% | 0.5% | 4% | -3%
Cc1ccc(Cn2c(=O)cc(C(=O)O)c3ccccc32)cc1 | -11% | 0.7% | -3% | -7%
CCOC(=O)c1ccc(NC(=O)CSc2nnc(Cc3cccs3)n2C)cc1 | -15% | -1.3% | -1% | 4%
COc1ccc(C(=O)Nc2nnc(S(=O)(=O)N3CCN(c4ccc(F)cc4)CC3)s2)cc1 | -9%[10.9 µM] | 0.0% | -1% | 4%
O=C(NCCc1ccccc1)C(=O)NCC(c1ccco1)S(=O)(=O)c1ccccc1 (centres undefined) | -8%[10.9 µM] | -1.4% | -3% | 2%
CC(C)c1ccc(NC(=O)C(c2ccc3c(c2)OCO3)N2CCC3(CC2)OCCO3)cc1 (centres undefined) | -6% | 3.3% | 2% | 18%
N#Cc1ccccc1NC(=O)C(=O)NCC(c1ccc2c(c1)OCO2)N1CCOCC1 (centres undefined) | 20%[10.9 µM] | 2.8% | -2% | -5%
COCCN1Cc2cccc(C(=O)Nc3ccc4c(c3)OCCO4)c2C1=O | 12% | ? | -19% | 3%
COc1ccc(Cl)cc1NC(=O)N1CC(=O)Nc2sc3c(c2C1c1ccccc1)CCCC3 (centres undefined) | -14%[10.9 µM] | 1.4% | 4% | -3%
CCOC(=O)c1sc(NC(=O)C2CC=CCC2C(=O)O)nc1C (centres undefined) | -32%[inhibitor] | 0.4% | 4% | -1%
CCOC(=O)CCN1C(=O)[C@H]2[C@H]3[C@H](O)[C@H](O)C/C(=N/NC(=O)OCc4ccc(OC)cc4)[C@@H]3CC[C@@H]2C1=O | / | / | -2%[9.22 µM] | 8%[9.22 µM]
CCc1ccc2oc(-c3cc(NC(=O)c4cccs4)ccc3Cl)nc2c1 | -16%[10.9 µM] | ? | -20% | 1%
CCc1ccccc1NC(=O)CN1CCCN(Cc2cc(C)ccc2C)S1(=O)=O | -11%[10.9 µM] | ? | -1% | -21%
COc1ccc(C)cc1NC(=O)C1CCCN(S(=O)(=O)c2c(C)noc2/C=C/N(C)C)C1 (centres undefined) | 8% | -0.3% | 14% | -6%
CCN1CCN(c2oc(/C=C/c3ccc(OC)c(OC)c3)nc2C#N)CC1 | -11%[10.9 µM] | 0.8% | -4% | -12%
COc1ccc(Cl)c(NC(=O)Nc2c(C)n(-c3ccccc3)c(=O)n2C)c1 | -5% | 5.6% | 9% | 11%
CCc1cc2c(=O)[nH]c(N3CCOCC3)nc2s1 | / | / | -5% | 13%
COc1cc(OC)cc(C(=O)Nc2cc3c(cc2N2CCCCC2)n(C)c(=O)n3C)c1 | -7%[10.9 µM] | ? | 7% | 9%
COc1ccc(-c2nc3cnc(N(C)C)nc3n(Cc3cccs3)c2=O)cc1 | -2% | 2.9%[11.4 µM] | 0% | -7%
COC(=O)c1c(-c2ccco2)csc1NC(=O)C1CC=CCC1C(=O)O (centres undefined) | -10% | ? | -7% | -7%
CN(C)CCNc1nc2c(c(=O)[nH]c(=O)n2C)n1CC(O)COc1ccc(Cl)cc1 (centres undefined) | 1% | -0.4% | 8% | 4%
CCCC(C)C(=O)Nc1ccncc1 (centres undefined) | / | / | 13% | 13%
CCOC(=O)C1CCN(S(=O)(=O)c2ccc(C(=O)OC)cc2)CC1 | -9% | -0.6% | 4% | 6%
COC(=O)c1sc(NC(=O)/C=C/c2ccc(OC)c(OC)c2)c(C(=O)OC)c1C | 5%[10.9 µM] | ? | 0% | -13%
Cc1cccc(N2CCN(c3nc4ccc(C(=O)c5ccccc5)cc4n4cnnc34)CC2C)c1 (centres undefined) | 8%[10.9 µM] | ? | -3% | 19%
CCOC(=O)C[n+]1c(C)ccc2c1CCC2 | / | / | 5% | 4%
CCOc1ccccc1CN1CCc2nc(N3CCN(C)CC3)ncc2C1 | -9%[10.9 µM] | 0.4% | -7% | -14%
O=C1C(Cl)=C(NC2CCc3ccccc32)C(=O)c2ncccc21 (centres undefined) | -86%[inhibitor] | / | 2.5µM* | 6.3µM*
CCOC(=O)c1c(NS(C)(=O)=O)sc2c1CCC(C)C2 (centres undefined) | 2% | -1.0% | -3% | 4%

An excerpt from above in order of length of the SMILES, falling:
SMILES | Imprint erasure | IkB sig inh | p53ts 32C kill | p53ts 39C kill
COC(=O)c1c(-c2ccco2)csc1NC(=O)C1CC=CCC1C(=O)O (centres undefined) | -10% | ? | -7% | -7%
CCOC(=O)c1ccc(NC(=O)CSc2nnc(Cc3cccs3)n2C)cc1 | -15% | -1.3% | -1% | 4%
CCOc1ccccc1CN1CCc2nc(N3CCN(C)CC3)ncc2C1 | -9%[10.9 µM] | 0.4% | -7% | -14%

New compounds follow.
SMILES | Imprint erasure | IkB sig inh | p53ts 32C kill | p53ts 39C kill
Cn1c(=O)cc(OCC(=O)NCCCN2CCN(c3cccc(Cl)c3)CC2)c2ccccc21 | -19% | 5.0% | -6% | -13%
O=c1cc(-c2ccncc2)oc2ccccc12 | -19% | ? | -8% | 1%
CCCCOc1ccc(CNC(=O)C2CCCN(c3nnc(-n4c(C)ccc4C)s3)C2)cc1 (centres undefined) | -12%[10.9 µM] | 3.4% | -5% | -11%
CCn1nc(CC(=O)Nc2nnc(CC(=O)N3CCCC3)s2)c2ccccc2c1=O | 7% | -0.5% | 1% | 1%
COc1ccc(-n2c(SCC(=O)NCc3cccs3)nnc2-c2ccoc2C)cc1 | -9% | 0.2% | -6% | 3%
CC1CCCCC1NC(=O)CSc1nc2ccccc2c(=O)n1Cc1ccco1 (centres undefined) | 2% | -0.1% | -2% | 8%
Cc1c(C(=O)NC2CCCCC2)sc2nc3ccc(N)cc3n12 | -9% | / | -18% | -17%
CC(C)n1c(=N)c(C(=O)NCc2cccnc2)cc2c(=O)n3ccccc3nc21 | -9%[10.9 µM] | 0.6% | -6% | 12%
CCCOC(=O)c1cccc(NC(=O)c2cccnc2)c1 | -16% | -2.0% | 6% | -8%
COc1ccc(CCNC(=O)Cn2c(=O)n(-c3ccc(OC)c(OC)c3)c(=O)c3ccccc32)cc1OC | -10%[10.9 µM] | -1.7% | 4% | -22%
O=C(NCC(=O)N(CC1CCCO1)C(C(=O)NC1CCCCC1)c1ccc(F)cc1)c1ccco1 (centres undefined) | -10% | 1.0% | 11% | 3%
CN(Cc1ccccc1)c1nc2c(S(=O)(=O)c3ccccc3)nnn2c2ccsc12 | 4%[10.9 µM] | -2.1% | -8% | -12%
COc1ccc(-c2nc3sc(CCNC(=O)c4ccco4)c(C)n3n2)cc1 | -10%[10.9 µM] | ? | ? | ?
COc1ccccc1CNC(=O)CCCn1c(=O)c2ccccc2n(CC(=O)NC2CCCC2)c1=O | -10% | -0.9% | -8% | -8%
CCOc1ccc2oc(=O)cc(CN3CCN(c4ccc(OC)cc4)CC3)c2c1 | -8%[10.9 µM] | ? | 6% | 6%
Cc1ccc(S(=O)(=O)Cc2csc(N)n2)cc1 | -36%[inhibitor] | -0.3% | 7% | 5%
